# KCNQ2 block = KCNQ2 potassium channel inhibitors, primary screen, cell-based, CHO-K1, FluxOR thallium flux, B-score (AID 2156); B-score at 10 µM; 20 min; active compounds read low; 310,000 compounds, 1.1% hits; Potassium voltage-gated channel subfamily KQT member 2 (Rattus norvegicus), O88943;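 active means fluorescence ratio B-score at most minus 3 library SDs, with starting brightness B-score within 2 library SDs, cut at about -5.5 in these data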
# Target sequence (O88943 whole entry, looked up): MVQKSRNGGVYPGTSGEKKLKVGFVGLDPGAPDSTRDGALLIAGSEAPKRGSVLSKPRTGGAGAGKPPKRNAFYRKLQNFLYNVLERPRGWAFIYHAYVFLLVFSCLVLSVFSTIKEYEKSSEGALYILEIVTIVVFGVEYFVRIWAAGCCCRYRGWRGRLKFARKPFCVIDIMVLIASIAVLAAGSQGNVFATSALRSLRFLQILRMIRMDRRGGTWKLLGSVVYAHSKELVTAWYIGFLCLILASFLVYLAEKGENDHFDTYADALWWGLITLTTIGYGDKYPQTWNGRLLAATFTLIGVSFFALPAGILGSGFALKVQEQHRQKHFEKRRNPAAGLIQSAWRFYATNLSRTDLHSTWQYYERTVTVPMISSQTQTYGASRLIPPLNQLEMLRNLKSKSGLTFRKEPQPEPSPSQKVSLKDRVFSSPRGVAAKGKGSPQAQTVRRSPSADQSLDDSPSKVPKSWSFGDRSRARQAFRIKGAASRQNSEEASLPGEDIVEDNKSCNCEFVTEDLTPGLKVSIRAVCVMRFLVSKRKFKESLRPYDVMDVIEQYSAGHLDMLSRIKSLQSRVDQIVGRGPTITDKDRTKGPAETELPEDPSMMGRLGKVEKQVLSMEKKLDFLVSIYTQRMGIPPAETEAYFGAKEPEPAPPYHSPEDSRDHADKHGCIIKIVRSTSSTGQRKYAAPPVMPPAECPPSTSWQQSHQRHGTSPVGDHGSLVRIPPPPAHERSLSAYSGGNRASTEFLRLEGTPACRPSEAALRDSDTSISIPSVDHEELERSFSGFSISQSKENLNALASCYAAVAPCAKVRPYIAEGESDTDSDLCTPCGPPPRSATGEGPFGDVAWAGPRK
# Kir21 inh = inhibitors of mouse Kir2.1 inward-rectifier potassium channel; B-score at 10 µM; 310,000 compounds, 0.85% hits; AID 1672, 2009; HEK293-Kir2.1, FluxOR thallium flux fluorescence; active compounds read low;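 active means fluorescence ratio B-score at or below minus 3 SD of library scores, with starting-brightness B-score within 2 SD, cut at about -4.2 in these data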;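 further: channel flux triggered by added potassium and thallium sulfate stimulus; B-score of peak minus minimum fluorescence over baseline after thallium stimulus; more negative B-score means stronger Kir2.1 block with less thallium influx; some compounds called inactive have numbers as strong as hits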
# The depositor's hits bear a star; i = inactive.
# Second line of a record – KCNQ2 block	Kir21 inh
- c1ccc(CCCNc2ncccn2)cc1
→ i	1.08
- O=[N+]([O-])c1cccc(/C=N/Nc2nnc(-c3ccccc3)c(-c3ccccc3)n2)c1
→ i	-0.12
- CN1CCN(c2ccccc2NC(=O)c2ccc(-c3ccc(Br)cc3)o2)CC1
→ i	0.15
- CCOc1ccc(Cl)cc1S(=O)(=O)N1CCN(c2ccc(F)cc2)CC1
→ i	-0.57
- CCOC(=O)C1CCCN(S(=O)(=O)c2cccc3nsnc23)C1 (stereo unspecified)
→ i	1.53
- CCOC(=O)C1CCN(C(c2ccc(OC)c(OC)c2)c2sc3nc(C)nn3c2O)CC1 (stereo unspecified)
→ i	-1.79
- COc1ccc(-n2nc3c(N4CCC(C(=O)NCCc5ccco5)CC4)nnc(C)c3c2C)cc1
→ i	0.27
- COc1cccc(NC(=O)CSc2nc(N)cc(N)n2)c1
→ i	0.46
- CCN1CCN(CCCOc2ccc(-c3ccccc3)cc2)CC1
→ i	-4.73*
- Cc1c(Cl)cccc1NC(=O)c1cc(-c2ccco2)on1
→ i	-0.29
- COc1cc(C(C(=O)NCc2ccccc2)N(Cc2ccco2)C(=O)c2cnccn2)cc(OC)c1OC (stereo unspecified)
→ i	0.11
- COc1ccc(CCn2c(=N)c(C(=O)NC3CCCC3)cc3c(=O)n4ccccc4nc32)cc1OC
→ i	0.39
- O=c1[nH]oc2cc(Cl)ccc12
→ i	-0.12
- Cn1cc(Cl)c(C(=O)Nc2nccs2)n1
→ i	-1.1
- CCCCc1ncc(CN2CCC(n3nccc3NC(=O)c3ccccc3OC)CC2)[nH]1
→ i	0.61
- CCOc1ccc(S(=O)(=O)N(C)c2ccc(OCC(=O)Nc3nccs3)cc2)cc1
→ i	0.45
- O=C(NCCN1C(=O)C2C3C=CC(C3)C2C1=O)Nc1ccccn1 (stereo unspecified)
→ i	0.4
- COc1ccc(-c2csc(N3C(=O)CNC3=S)n2)cc1
→ i	-0.02
- COc1ccc(CCNC(=O)CSc2nnc3c(n2)[nH]c2ccc(F)cc23)cc1OC
→ i	0.24
- CCN1CCN(CCCNC(=O)c2ccc3c(c2)NC(=O)/C(=C\c2cccc(C)c2)S3)CC1
→ i	-4.08
- NC1=NC[C@@H](Cc2ccc(O)cc2)N1CC1CCCCC1
→ i	-0.14
- O=C(CN(Cc1ccc(F)cc1)C(=O)c1csnn1)NCc1ccccc1
→ i	0
- Cc1cc(C)c2[nH]c(=O)c(CN(C(=O)C3CCCO3)C3CCCC3)cc2c1 (stereo unspecified)
→ i	0.07
- O=C(NCc1ccccc1)C(c1ccncc1)N(C(=O)c1csnn1)c1ccccc1F (stereo unspecified)
→ i	-0.02
- COCCCNCCCCOc1ccccc1-c1ccccc1
→ i	-4.55*
- Cn1c(CCN2CCCCC2)nc2cc(NC(=O)Nc3ccccc3)ccc21
→ i	0.01
- O=C(Nc1cccnc1)c1ccc(Br)s1
→ i	-0.79
- COc1cc2ncnc(NCc3ccccc3Cl)c2cc1OC
→ i	2.4
- Cc1ccc(OCc2csc(N)n2)cc1
→ i	-0.76
- CC(C)C(NC(=O)c1ccc(C(C)(C)C)cc1)C(=O)N1CCCC1 (stereo unspecified)
→ i	-1.08

# Arranged by length of the SMILES (ascending): some entries from above.
# Second line of a record – KCNQ2 block	Kir21 inh
- COCCCNCCCCOc1ccccc1-c1ccccc1
→ i	-4.55*
- NC1=NC[C@@H](Cc2ccc(O)cc2)N1CC1CCCCC1
→ i	-0.14
- Cn1c(CCN2CCCCC2)nc2cc(NC(=O)Nc3ccccc3)ccc21
→ i	0.01

# Next entries follow:
# Second line of a record – KCNQ2 block	Kir21 inh
- Cn1c(=O)c2c(nc(SCC(=O)NCc3ccc4c(c3)OCO4)n2Cc2ccccc2)n(C)c1=O
→ i	0.06
- O=C(O)C1CCC(CNS(=O)(=O)c2ccc(Cl)cc2)CC1 (stereo unspecified)
→ i	-0.01
- CCOC(=O)c1sc(NC(=O)CSc2nc3c(c(=O)n2-c2ccc(C)cc2)SCC3)c(C(=O)OCC)c1C
→ i	-0.68
- O=C(C1=C(O)C(=O)N(CCN2CCOCC2)C1c1cccc(F)c1)c1cc2ccccc2o1 (stereo unspecified)
→ i	-0.07
- Cc1cc(C(=O)CSc2nnc(-c3cccnc3)n2-c2ccccc2)c(C)n1CC1CCCO1 (stereo unspecified)
→ i	-0.92
- Cc1ccc(N2C(=O)N(CC(=O)Nc3c(C)cc(C)cc3Cl)C(=O)C2C)cc1 (stereo unspecified)
→ i	-0.51
- C=CCNC(=O)c1onc(CSc2ccc(F)c(F)c2)c1C(=O)NCC=C
→ i	-0.27
- CCC(CC)N1CCN(CC2CC=CCC2)CC1 (stereo unspecified)
→ i	-0.41
- CC(=O)Cn1c(N2CCC(Cc3ccccc3)CC2)nc2c1c(=O)[nH]c(=O)n2C
→ i	-0.65
- CSc1ccc(S(=O)(=O)NCCCn2ccnc2)cc1
→ i	1.86
- Cn1c(SCc2ccc(C#N)cc2)nnc1-c1ccccc1
→ i	-0.27
- O=C(N/N=C/c1c[nH]c2ccccc12)c1ccn(Cc2ccc(Cl)cc2)n1
→ i	0.97
- COc1ccccc1CNC(=O)C(=O)NCCC1CCCCN1S(=O)(=O)c1cccs1 (stereo unspecified)
→ i	0.57
- Cn1c(SCC(=O)N2CCCc3ccccc32)nc2ccccc2c1=O
→ i	-6.03*
- CN(C)c1ccc(NC(=O)CN2CCC(O)(c3ccccc3)CC2)cc1
→ i	1
- CC(C)C[C@@H](CC#N)N1CCN(CCc2ccccc2)CCC1=O
→ i	0.18
- Cc1ccc(-c2cc(C(=O)Nc3ccncc3)c3ccccc3n2)cc1
→ i	-2.63
- Nc1c(C(=O)Nc2ccc(Cl)c(Cl)c2)sc2nc(-c3cccnc3)ccc12
→ i	-0.81
- Cc1cc(C(c2cc(C)c(N)c(C)c2)c2ccco2)cc(C)c1N
→ i	-2.58
- O=C(N/N=C/c1ccncc1)c1ccccn1
→ i	1.2

# Given as comma-separated lines: two of the compounds above
structure,KCNQ2 block,Kir21 inh
CC(C)C[C@@H](CC#N)N1CCN(CCc2ccccc2)CCC1=O,i,0.18
Cc1ccc(-c2cc(C(=O)Nc3ccncc3)c3ccccc3n2)cc1,i,-2.63

# Three entries picked at random from the list so far, as already listed:
# Second line of a record – KCNQ2 block	Kir21 inh
- COc1ccc(CCNC(=O)CSc2nnc3c(n2)[nH]c2ccc(F)cc23)cc1OC
→ i	0.24
- O=C(CN(Cc1ccc(F)cc1)C(=O)c1csnn1)NCc1ccccc1
→ i	0
- CCN1CCN(CCCNC(=O)c2ccc3c(c2)NC(=O)/C(=C\c2cccc(C)c2)S3)CC1
→ i	-4.08

# The list continues.
# Second line of a record – KCNQ2 block	Kir21 inh
- CCCNC(=O)c1cn(CC)c2cc(N3CCN(C)CC3)c(F)cc2c1=O
→ i	0.62
- Cn1ccnc1Sc1cc(NCCCO)c([N+](=O)[O-])c2nonc12
→ i	-2.79
- CCOC(=O)c1sc(N)nc1C(C)(C)C
→ i	1.2
- CC1=C(C(=O)N2CCOCC2)C(c2ccccc2F)C2=C(CC(C)(C)CC2=O)N1 (stereo unspecified)
→ i	0.42
- COc1ccc(OC)c(NC(=O)Cn2cnc3c(cnn3-c3ccccc3)c2=O)c1
→ i	-1.46
- COc1ccc(CNC(=O)C2CCN(S(=O)(=O)c3ccc4c(c3)NC(=O)CO4)CC2)cc1
→ i	0.31
- COC(=O)c1ccc(OC(=O)CS(=O)c2ccccc2[N+](=O)[O-])cc1 (stereo unspecified)
→ i	0.52
- N/C(CCN1CCCCC1)=N/O
→ i	0.07
- COC(=O)c1ccccc1NC(=O)C1CCN(C(=O)Cc2ccccc2)CC1
→ i	0.1
- Cc1[nH]c2ccccc2c1C(=O)CN1CCC(C(N)=O)(N2CCCCC2)CC1
→ i	-1.92
- CN(C)CC#CCC(O)(c1ccccc1)C1CCCCC1 (stereo unspecified)
→ i	-0.49
- Nc1c(C(=O)NCc2ccco2)nnn1Cc1ccccc1
→ i	1.13
- CCc1cccc(C)c1NC(=O)COC(=O)CC1CCCC1
→ i	-0.03
- CC1CCN(c2nc3ccc(C(=O)NCCCN4CCCCC4C)cc3s2)CC1 (stereo unspecified)
→ i	-0.45
- COc1ccc(OC(C)C(=O)N2CCN(c3ccccn3)CC2)cc1 (stereo unspecified)
→ i	0.6
- C/C(=N\NC(=S)NC(C)C)c1ccccc1
→ i	2.1
- Cc1nc(-c2ccc(S(=O)(=O)N3CCN(C4c5ccccc5-c5ccccc54)CC3)s2)cs1
→ i	0.35
- CC(C)C[C@H]1CN=C(Nc2ccccc2)N1CCCCc1ccccc1
→ i	-3.06
- Cc1cc(-c2ccc(Br)cc2)n[nH]1
→ i	0.01
- Cc1ccc(S(=O)(=O)NCc2ccccc2)s1
→ i	-0.48
- CSc1ccccc1NC(=O)C(=O)c1c[nH]c2ccccc12
→ i	0.21
- Nc1nonc1-n1nnc(C(=O)N/N=C/c2ccncc2)c1-c1ccccc1
→ i	0
- COc1ccc(Cc2nnc(SCC(=O)N3CCN(c4ccccc4)CC3)o2)cc1
→ i	2.06
- COc1cc(CN2CCN(C(=O)c3cccc4ccccc34)CC2)cc(OC)c1OC
→ i	0
- CC(C)OC(=O)Nc1ccc(-c2ccc(NC(=O)OC(C)C)cc2Cl)c(Cl)c1
→ i	-1.62
- Cc1ccc2c(Cl)cc(Cl)c(OCC(=O)NCCc3ccccn3)c2n1
→ i	-0.63
- O=C(O)Cc1ccc(N=Cc2c(O)ccc3ccccc23)cc1
→ i	0.01
- CCc1ccc(-c2csc3ncn(CC(=O)NCc4ccco4)c(=O)c23)cc1
→ i	0.19
- CCc1ccccc1NC(=O)C1CCCC1
→ i	0.8
- OC(COC(c1ccc(F)cc1)c1ccc(F)cc1)CN1CCCC1 (stereo unspecified)
→ i	-1.41
- Clc1ccc(-n2nnnc2-c2ccno2)cc1
→ i	0.06
- COC(=O)/C(C#N)=C/c1occc1C
→ i	1.15
- CCOc1ccc(NC(=O)CCC(=O)NNC(=O)COc2ccc(C)cc2)cc1
→ i	-1.31
- CSc1cccc(NC(=S)N2CCC(N(C)C3CCCCC3)CC2)c1
→ i	-0.51
- CCC(NC(=O)NNC(N)=S)(C(F)(F)F)C(F)(F)F
→ i	-1.47
- NC(=O)C1CCN(C(=O)CSc2nc(O)cc(=O)[nH]2)CC1
→ i	-0.4
- CCCn1c(CN2CCN(C(=O)OCC)CC2)nc2c1c(=O)n(C)c(=O)n2C
→ i	-0.55
- COc1ccccc1C(=O)Nc1cc2c(ccc3ccccc32)oc1=O
→ i	-1.02
- Cc1ccc(C(=O)Nn2cnnc2)cc1S(=O)(=O)N1CCOCC1
→ i	0.22
- COc1cc([C@@H]2[C@H]3CN(C)CC=C3C(C#N)=C(N)C2(C#N)C#N)cc2c1OCO2
→ i	-3.05
- COc1cc(/C=N/Nc2nc(C)cc(=O)[nH]2)ccc1OC(=O)c1cccnc1
→ i	1.17
- O=C(COc1coc(CN2CCc3ccccc3C2)cc1=O)Nc1cccc(F)c1
→ i	-3.17
- O=C(c1ccco1)N1CCN(S(=O)(=O)c2ccc(Cl)s2)CC1
→ i	0.85
- O=S1(=O)CCN2C(c3cccc4ccccc34)=CSC2=N1
→ i	0.18
- CC(C)n1nnnc1SCC(=O)NCc1cccs1
→ i	-0.93
- Cc1ccc(OCC(O)CNC(C)c2ccccc2)cc1C (stereo unspecified)
→ i	-2.87
- C=CCOc1c(Br)cc(/C=N/n2c(CC)n[nH]c2=S)cc1Br
→ i	-1.46
- CCCCOC(=O)c1ccc(NC(=S)NC(=O)c2c(Br)c(C)nn2C)cc1
→ i	2.61
- CC(C)(C)c1nc(SCC(=O)NCc2ccco2)c2ccccc2n1
→ i	-8.04*
- COc1cccc(C2(c3cccc(OC)c3)CC2C(=O)Nc2cccc3ccccc23)c1 (stereo unspecified)
→ i	-2.46

# (more compounds)
# Second line of a record – KCNQ2 block	Kir21 inh
- C=CCSc1nnc(NC(=O)c2cn(CC)c3nc(C)ccc3c2=O)s1
→ i	0.03
- CC(=O)N(OCc1ccc(OC(C)C)c(Cl)c1)C(C)=O
→ i	-0.24
- Cc1ccc(C)c(NC(=O)CCC(=O)NNC(=O)COc2cc(C)ccc2C)c1
→ i	-0.02
- Cn1c(N)c(C(=O)COC(=O)c2ccccc2NCc2ccco2)c(=O)n(C)c1=O
→ i	1.93
- Cc1nn(Cc2ccc(C(=O)Nc3ccccc3F)cc2)c(C)c1Cl
→ i	-0.01
- COC(=O)CC(NC(=O)c1ccco1)c1ccc(C(C)C)cc1 (stereo unspecified)
→ i	1.68
- CN(C)S(=O)(=O)c1ccc(C(=O)OCC(=O)Nc2cccnc2Cl)cc1
→ i	-1.64
- CC(C)CCN1CCN(CCCn2cccn2)CC1CCO (stereo unspecified)
→ i	-0.26
- COc1ccccc1NC(=O)NNC(=O)c1ccc2c(c1)NC(=O)C(C)(C)O2
→ i	1.11
- Cn1ccnc1SCC(=O)c1ccc(C#N)cc1
→ i	-0.1
- O=C(Nc1ccc(C(=O)c2ccc(C(=O)O)c(C(=O)O)c2)cc1)c1ccccc1
→ i	0.02
- CC(=O)Nc1nc2n(n1)C(c1ccc(Cl)cc1)C=C(C)N2 (stereo unspecified)
→ i	2.3
- CC(C)(c1ccccc1)c1ccc(OCC2CO2)cc1 (stereo unspecified)
→ i	0.86
- CSc1ccccc1NC(=O)CN1CCCCC1C (stereo unspecified)
→ i	-1.45
- CC1Nc2ccccc2C(=O)N1NS(C)(=O)=O (stereo unspecified)
→ i	-1.52
- c1ccc2c(NC3C4CC5CC(C4)CC3C5)nc(N3CCOCC3)nc2c1 (stereo unspecified)
→ i	0.01
- CCNc1nc(NCC)n2c(SCC(=O)Nc3ccc(Br)cc3F)nnc2n1
→ i	0.98
- CCN1CCN(CCC(=O)Nc2ccccc2C)CC1
→ i	1.02
- Cc1nc2ccccc2n1/C(=N/S(=O)(=O)c1ccc(Br)cc1)c1ccccc1
→ i	0.68
- COc1ccccc1-n1cc(-c2ccc([N+](=O)[O-])cc2)[nH]c1=S
→ i	-0.77

# Screens as filed in PubChem BioAssay.
